PHOSPHO1 block: PHOSPHO1 (human) inhibition; Q8TCT1; recombinant PHOSPHO1, absorbance phosphatase assay; inhibition, % at 13.3 µM; hit rate 1.1% among 290,000; AID 1565; in the data active means inhibition above about 60%
GalR3 antag: blocks the human galanin receptor 3. HEK293 GalR3-CNG cAMP membrane potential fluorescence; galR3 body fused to GalR1 C-terminus. hit rate 0.44% among 360,000. inhibition, % at 3 µM;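 active means inhibition above the screen-wide average plus 3 SD, cut at about 13% in these data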;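 further: forskolin and galanin both at EC90 stimulate the cells; cAMP rise reported by CNG channel membrane potential dye signal; 0% = forskolin plus galanin with DMSO and 100% = forskolin alone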
MEKK2 WT-MEK5: raises or lowers MEK5 binding to wildtype human MEKK2 PB1 domain; bead flow cytometry, Alexa488-MEK5 binding to MEKK2 WT; actives lie on both sides; binding response (% of control), % at 10 µM; hit rate 1.1% among 290,000; AID 1531; in the data active means binding response below about 67% or above about 130%
MEKK2 mut-MEK5: signal of MEK5 binding to mutant human MEKK2 PB1 domain. bead flow cytometry, Alexa488-MEK5 binding to MEKK2 mutant. percent response, % at 10 µM. hit rate 0.35% among 290,000. AID 1530; in the data active means percent response above about 24%, passing the limit was not always enough; further: inactives centre near 1; some results filed as inactive read as strong as hits; reference of the scale not given here
OXTR ag: agonists of human oxytocin receptor; CHO-OTR cells, Fluo-8 calcium fluorescence; normalized: DMSO 0%, oxytocin 100%; AID 2435; hit rate 0.32% among 320,000; activation, % at 3 µM;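 active means activation above the mean of all tested compounds plus 3 SD, cutoff set per screening run, cut at about 20% in these data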;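 further: peak over basal fluorescence ratio from a 100 s FLIPR kinetic read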
V1aR counter: counter-screen for oxytocin receptor agonists: human V1a receptor agonists | P37288 | CHO-V1R cells, Fluo-8 calcium fluorescence, agonist mode; 0% DMSO, 100% 3 nM vasopressin | activation, % at 3 µM | hit rate 0.25% among 320,000;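 active means activation above the mean activation of all tested compounds plus 3 SD, per screening run, cut at about 20% in these data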;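 further: signal is peak over basal fluorescence ratio across a 100 second FLIPR read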
MEKK3 PB1 HTS: modulators (inhibitors or enhancers) of MEK5 binding to human MEKK3 PB1 domain; AID 1529; Q99759; bead-based flow cytometry, Alexa488-MEK5 binding to MEKK3; actives lie on both sides; 0 = blocked by unlabeled MEK5, 100 = vehicle; binding response (% of control), % at 10 µM; hit rate 1.4% among 290,000;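 active means binding response more than 3 SD above or below the average of its plate-row segment, actives on both sides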;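 further: Alexa488 bead fluorescence after subtracting the streptavidin-only scavenger bead signal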
Target sequence (Q99759 whole entry, looked up, the tested form may be a part): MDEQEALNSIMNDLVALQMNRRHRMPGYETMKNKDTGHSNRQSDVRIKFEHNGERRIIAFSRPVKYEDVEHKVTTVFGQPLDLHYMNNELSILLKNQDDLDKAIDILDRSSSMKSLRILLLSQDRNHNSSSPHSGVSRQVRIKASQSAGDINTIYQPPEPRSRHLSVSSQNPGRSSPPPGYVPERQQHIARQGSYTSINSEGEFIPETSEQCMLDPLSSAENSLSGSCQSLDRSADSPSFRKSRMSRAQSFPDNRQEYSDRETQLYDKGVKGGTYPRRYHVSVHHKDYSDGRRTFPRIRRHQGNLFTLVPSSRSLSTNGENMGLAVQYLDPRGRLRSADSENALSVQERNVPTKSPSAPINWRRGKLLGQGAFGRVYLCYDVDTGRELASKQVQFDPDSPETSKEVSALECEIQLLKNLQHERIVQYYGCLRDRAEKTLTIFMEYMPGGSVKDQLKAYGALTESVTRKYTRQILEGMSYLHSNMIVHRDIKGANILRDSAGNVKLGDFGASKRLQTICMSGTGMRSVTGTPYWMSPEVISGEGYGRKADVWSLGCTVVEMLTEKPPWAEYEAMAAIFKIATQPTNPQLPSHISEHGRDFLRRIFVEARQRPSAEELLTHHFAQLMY
GPR7 antagonist: blocks human GPR7 receptor signaling; P48145; inhibition, % at 4.4 µM; GPR7-expressing cells, fluorescence antagonist assay; AID 1861; hit rate 1.1% among 290,000; in the data active means inhibition above about 16%, passing the limit was not always enough;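 further: cells stimulated with the agonist NPW; 0% = agonist with vehicle and 100% = vehicle without agonist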
Target sequence (P48145 whole entry, looked up): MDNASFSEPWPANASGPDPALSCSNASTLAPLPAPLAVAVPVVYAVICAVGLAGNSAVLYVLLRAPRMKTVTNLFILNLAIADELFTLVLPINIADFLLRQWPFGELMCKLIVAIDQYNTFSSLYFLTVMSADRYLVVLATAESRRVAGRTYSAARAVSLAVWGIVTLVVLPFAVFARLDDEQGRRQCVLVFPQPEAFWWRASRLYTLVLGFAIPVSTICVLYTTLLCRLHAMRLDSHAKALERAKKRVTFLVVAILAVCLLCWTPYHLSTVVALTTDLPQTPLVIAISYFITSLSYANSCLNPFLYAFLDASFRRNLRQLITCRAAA
NALP1 inh: blocks the NALP1 inflammasome reconstituted in yeast | inhibition, % at 10 µM | S. cerevisiae NALP1/ASC/caspase-1 growth, X-gal OD620, 72 h | hit rate 0.61% among 280,000 | AID 2071; in the data active means inhibition mostly above about 24%, no sharp cut-off; inactive means mostly below about 32%; further: some compounds called inactive have numbers as strong as hits
The depositor's hits bear a star; . = no result given; [ ] = dose if it differs, or a comment.

Under each structure – PHOSPHO1 block, GalR3 antag, MEKK2 WT-MEK5, MEKK2 mut-MEK5, OXTR ag, V1aR counter, MEKK3 PB1 HTS, GPR7 antagonist, NALP1 inh
> O=C1CCCc2nc(NCc3ccco3)ncc21
    -3.5, -4.0, 111.0, 24.0*, -0.4, 1.3, 112.0, -2.6, 2.3
> COc1ccc(CN(C)CC(=O)Nc2ccccc2-c2ccccc2)c(OC)c1
    -0.8, -2.7, 80.0, -7.0, -2.1, 2.1, 66.0, -5.5, -9.1
> OCCC1CN(CC2CCCCC2)CCN1CC1CCCCC1 (configuration not stated)
    -10.1, -10.3, 102.0, 5.0, 0.1, -0.6, 96.0, 12.6, 5.2
> CSc1ccc(OCC(=O)Nc2ccc(N3CCOCC3)c(Cl)c2)cc1
    ., -4.1, 99.0, -4.0, ., ., 103.0, 2.6, 23.3
> CN1c2ccccc2C(=O)C(=C2SCCCS2)S1(=O)=O
    -10.4, -5.9, 96.0, 0.0, -1.0, -0.6, 100.0, -13.9, -7.8
> COc1cc(Cl)c(C)cc1NC(=O)COC(=O)c1cnc(C)cn1
    7.1, -5.3, 102.0, 1.0, -1.9, -0.7, 101.0, -1.1, 40.3
> CC1(c2nnc(Cc3ccccc3)o2)CC(c2cccc(Cl)c2)=NO1 (configuration not stated)
    22.1, -4.4, 102.0, 2.0, 2.8, -0.1, 98.0, ., .
> COC(=O)C(NC(=O)c1ccco1)(Nc1cc(C)ccn1)C(F)(F)F (configuration not stated)
    -8.3, -5.1, 82.0, -15.0, 0.1, 0.5, 78.0, -8.4, 6.3
> CC(C)Oc1ccc(C(=O)N(CN2CCCC2=O)c2ccc(F)cc2)cc1
    11.6, -4.1, 104.0, 6.0, -1.3, -1.0, 106.0, 4.2, 40.7*
> C/C(=N\Nc1ccc(S(N)(=O)=O)cc1[N+](=O)[O-])c1ccccc1O
    -0.8, -5.1, 91.0, -4.0, 0.9, 2.6, 99.0, -7.4, 6.8
> CCN(CC)S(=O)(=O)c1ccc(OC)c(NC(=O)/C=C/c2ccco2)c1
    32.2, -4.4, 70.0, -20.0, -1.5, -0.2, 64.0, 16.7, 8.7
> Cc1nc([N+](=O)[O-])c(SCC(N)=O)n1Cc1ccccc1
    12.9, -1.7, 100.0, -1.0, -0.1, 2.0, 100.0, -3.8, 4.2
> COc1ccc(-c2cc(C3CCN(c4ccc(C(C)=O)cc4[N+](=O)[O-])CC3)[nH]n2)cc1
    27.6, -9.1, 106.0, 3.0, 13.1, 10.3, 105.0, 6.0, 5.7
> CCOc1ccc2nc(NC(=O)C3=NNC(=O)CC3)sc2c1
    4.5, 3.5, 93.0, -5.0, 2.2, 1.3, 81.0, -3.8, 3.2
> Nc1c(NC2CCCCC2)c2ccccc2oc1=O
    10.0, -5.7, 101.0, 0.0, -0.7, -0.7, 98.0, -12.0, 16.1
> O=C(Nc1ccc(CN2CCS(=O)(=O)CC2)cc1)c1ccccc1
    41.6, -2.7, 85.0, -7.0, 0.3, 0.2, 88.0, -4.7, .
> Cc1cc(C(=O)NN=C(Cc2ccccc2)Cc2ccccc2)c(C)o1
    -9.0, -2.2, 99.0, -1.0, -2.1, -0.9, 100.0, -5.3, 32.5
> O=C1CNC(=S)N1Cc1ccccc1Cl
    31.3, 1.3, 99.0, 3.0, 0.7, 1.6, 104.0, -4.0, -1.7
> COc1ccc(N2C(=O)C3CCCN3C2c2ccc(F)cc2)cc1Cl (configuration not stated)
    3.4, 3.1, 110.0, 2.0, -0.9, 0.4, 112.0, -7.3, 2.6
> CN(C)/C=C(\C#N)C(=O)Nc1ccc(F)cc1
    36.0, -1.9, 103.0, 19.0, 0.0, 2.7, 103.0, -7.7, 2.1
> C/C(=N\Nc1nc(C)cc(-c2ccccc2)n1)c1ccccc1
    13.8, -8.0, 106.0, 1.0, -1.6, -1.4, 95.0, -17.4, 4.2
> COc1ccc(-n2c(C)cc(C(=O)CN3C(=O)C(=O)N(Cc4ccccc4)C3=O)c2C)cc1
    -44.7, -5.7, 96.0, -2.0, -1.0, -1.1, 103.0, -6.9, -13.8
> CCOC(=O)/C=C/C(=O)OCC(=O)Nc1cccc(Br)c1
    10.8, -1.1, 99.0, 0.0, 1.6, 0.1, 100.0, -6.5, -5.8
> CCOc1ccccc1/C=N/Nc1ccc(Cl)nn1
    39.9, -9.6, 103.0, 3.0, -1.2, -0.8, 102.0, -10.5, 5.1
> CC1=C(C(=O)OC2CCCC(C)C2)C(c2ccccc2)NC(=O)N1 (configuration not stated)
    -2.6, -3.3, 104.0, 9.0, -1.7, -0.6, 94.0, -5.0, 18.3
> CC12CCC(=O)N1C(C(=O)OCC(=O)Nc1ccc(S(N)(=O)=O)cc1)CS2 (configuration not stated)
    -7.8, -1.9, 49.0*[inhibitor], 10.0, -0.5, -0.4, 104.0, -0.3, 15.7
> O=C(CSc1nc2ccccc2c(=O)n1CCCN1CCOCC1)N1CCN(c2ccccc2)CC1
    24.1, 0.2, 102.0, -2.0, -0.8, -1.1, 104.0, -2.3, 3.7
> CSc1ncccc1C(=O)NCC(=O)Nc1ccc(F)c(F)c1
    19.0, -1.6, 112.0, 7.0, 0.2, 1.6, 106.0, -10.5, 6.2
> COc1ccccc1Oc1ncnc2c1cnn2-c1ccccc1
    16.1, -4.2, 101.0, -1.0, -2.7, -1.5, 109.0, 19.0, 13.0
> Cc1oc(-c2ccccc2)nc1C(=O)O
    -5.9, -6.0, 98.0, 3.0, 0.2, 0.0, 103.0, -7.9, -0.3
> CCc1ccc(C(=O)COC(=O)CNC(=O)c2ccco2)cc1
    -16.0, 1.8, 84.0, -12.0, -1.9, 0.0, 97.0, 9.5, -12.7
> COc1cc(/C=N/Nc2nc(Nc3ccccc3)nc(N3CCOCC3)n2)ccc1OC(=O)c1ccco1
    -12.6, -6.1, 104.0, -1.0, -1.4, -1.2, 101.0, -12.9, -0.3
> COc1ccc(/C=C2/SC(=S)N(n3c(C)ccc3C)C2=O)cc1
    1.9, -0.4, ., ., -0.8, -0.3, ., -8.6, -0.9
> COCCNC(=S)N1CCC(NC(=O)C23CC4CC(CC(C4)C2)C3)CC1
    -7.3, -7.7, 90.0, -13.0, 0.4, -0.7, 99.0, -8.8, 6.4
> COc1cc(OC)cc(-c2ncc3ccccn23)c1
    -0.8, -2.1, 78.0, 6.0, -2.9, -1.5, 59.0, -1.8, 8.0
> CCCC(=O)Nc1cc(C)c(NC(=O)Cc2ccccc2)cn1
    0.6, -0.9, ., ., 0.2, 0.2, ., -6.4, 22.5
> N/C(=N\c1nc2c(c(=O)[nH]1)CCC2)Nc1ccccc1C(F)(F)F
    51.3, -7.9, 106.0, 2.0, 0.8, 1.1, 106.0, -3.8, 0.3
> Cc1[nH]c2ccc(C(=O)N3CCCCC3)cc2c1C
    -18.8, -1.0, 99.0, -9.0, 0.8, 1.3, 106.0, 1.4, -5.4
> O=C(NCc1ccccc1)c1ccc[n+]([O-])c1
    2.6, -7.5, 101.0, 4.0, 1.0, 0.5, 101.0, 17.3, -0.3
> O=C(Nc1cc(C(F)(F)F)ccc1F)C1CCC1
    -6.6, -5.1, 106.0, 13.0, -2.1, -0.7, 106.0, 4.6, -1.5
> Cc1ccc(N(CCC(=O)O)S(=O)(=O)c2ccc(C)cc2)cc1
    -2.2, -2.4, 108.0, 4.0, -0.1, 0.8, 106.0, -3.1, 37.9
> Nc1ccccc1Sc1cc(Cl)nnc1Cl
    -54.0, 1.6, 96.0, 7.0, -0.7, -0.5, 94.0, 3.4, 29.4
> Cn1c(=O)c(C=Nc2ccccc2)c(O)c2ccccc21
    21.0, ., 109.0, -4.0, -3.1, -0.7, 98.0, -10.4, 1.3
> CN(C)C(=O)c1coc2nc3ccccc3nc12
    11.6, -3.6, 98.0, -3.0, -0.3, -1.8, 98.0, -15.5, -9.4
> COc1ccc(NC(=O)NNC(=O)c2ccc(-c3ccccc3)cc2)cc1
    43.1, -2.1, 106.0, 8.0, -0.3, -0.3, 103.0, -9.3, 4.4
> COc1ccc(OCCOCCN2CCOCC2)cc1
    8.2, 3.7, 94.0, -7.0, 0.3, 0.3, 91.0, 4.1, 0.0
> c1ccc2cc3[nH]c(CN4CCCCC4)nc3cc2c1
    0.7, ., 114.0, 8.0, 2.2, 1.0, 107.0, ., -0.7
> Cc1noc(NS(=O)(=O)c2ccc(N/C=C\C(=O)c3cccs3)cc2)c1C
    23.4, -4.2, 115.0, 1.0, -1.3, 0.6, 127.0, -11.0, -8.1
> O=c1[nH]c(=O)n(C2CCCO2)cc1Br (configuration not stated)
    10.0, -1.6, 105.0, 15.0, -0.6, 0.2, 102.0, 12.4, 6.6
> CCOc1ccccc1NC(=O)C(OC(=O)c1ccccc1O)c1ccccc1 (configuration not stated)
    -6.9, 2.4, 93.0, -1.0, -0.8, 0.7, 97.0, -1.2, 25.1
> Cc1ccc(C(=O)N/C(=C\c2cccs2)C(=O)NCCc2ccccn2)cc1C
    5.9, -0.5, 93.0, -10.0, -1.7, -0.7, 102.0, -0.8, -7.5
> CC(C(=O)N1CCCc2ccccc21)N1CCN(c2ccccn2)CC1 (configuration not stated)
    23.3, -4.2, 109.0, 3.0, 5.7, 0.0, 102.0, -11.3, -8.9
> Cc1ccc(OCC(=O)Nc2ccc(N3CCCC3)cc2)cc1C
    -10.5, 0.6, 106.0, 5.0, 0.1, -0.6, 99.0, -9.6, 10.9
> COc1ccc(CCNC(=O)COC(=O)C23CC4CC(CC(C4)C2)C3)cc1
    6.0, -5.6, 99.0, 0.0, -1.6, -0.8, 107.0, -3.7, 32.1
> CSc1ccc(CN2CCCC(N3CCN(c4ccccc4)CC3)C2)cc1 (configuration not stated)
    24.7, -5.5, 125.0, 11.0, -1.2, -0.2, 106.0, -8.7, 8.1
> CCn1c(SC(C)C)nnc1-c1cc(-c2ccccc2)sc1N
    2.5, -1.9, 94.0, -7.0, -2.2, -1.7, 113.0, -16.1, 15.3
> COc1ccccc1NC(=S)Nc1cccc2cnccc12
    -1.8, -0.4, 97.0, 17.0, -0.1, 1.2, 102.0, -2.7, 27.6
> CCN(C(=O)CSc1nnc(Cn2nnc3ccccc32)o1)c1nc(C)cs1
    -3.2, -4.0, 96.0, -2.0, 2.5, 2.1, 93.0, -3.9, -95.6

Compound activity from PubChem BioAssay.
